Giardia FBPA inh – blocks Giardia fructose-bisphosphate aldolase activity; A8B2U2; purified Giardia FBPA; Potency, µM (titrated, usually from 59.6 µM), for the others: top-dose activity, negative = inhibition, hits mostly inhibitors; 290,000 compounds, 0.71% hits; also: potency is read from the fitted curve at half-maximal effect; % is scaled to controls: 0 for no effect and ±100 for the full control effect; nearly all actives have a fitted effect of over 55% in size
Target sequence (A8B2U2 whole entry, looked up): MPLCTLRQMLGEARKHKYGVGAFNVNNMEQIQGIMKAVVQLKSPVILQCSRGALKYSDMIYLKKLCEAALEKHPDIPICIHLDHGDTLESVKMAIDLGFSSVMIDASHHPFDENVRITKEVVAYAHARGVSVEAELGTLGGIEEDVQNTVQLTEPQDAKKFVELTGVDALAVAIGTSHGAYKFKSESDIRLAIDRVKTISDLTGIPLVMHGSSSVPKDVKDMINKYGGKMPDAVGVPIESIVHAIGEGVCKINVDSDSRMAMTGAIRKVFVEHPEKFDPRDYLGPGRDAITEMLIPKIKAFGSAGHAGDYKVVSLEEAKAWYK
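40 nM FBPA preincubated 10 min at RT with compound (up to 57.5 uM final), then substrate plus GAPDH/TPI/NAD/arsenate coupling and diaphorase/resazurin added. Fluorescence read after 20 min at RT, 525/598 nm.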
Cycloheximide cs – counter-screen for Shiga toxin inhibitors: cycloheximide protein synthesis inhibition. AID 2314. max response, %. 300,000 compounds, 12% hits. cell reporter, cycloheximide protein synthesis inhibition counterscreen; in the data active = max response mostly above about 13%, no sharp cut-off; inactive = mostly below about 14%; also: read at 38.3 µM for the half of the compounds with a filed dose; 0% is about no effect
Pf growth 48h – inhibits P. falciparum growth in the first generation, 48 h | P. falciparum luciferase growth in erythrocytes, 48 h | Potency, µM (top dose mostly 28.7 µM), without a hit: at the highest dose activity change, negative = inhibition, hits mostly inhibitors | 310,000 compounds, 5.9% hits; also: potency is read from the fitted curve at half-maximal effect; % is scaled to controls: 0 for no effect and ±100 for the full control effect
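In quantitative HTS format, infected erythrocytes bearing luciferase-reporter parasites were treated for a single generation at 37 C. Luminescence after adding detection reagent served as the growth measure.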
Shiga toxin inh – blocks Shiga toxin action in Vero cells | Vero cells, Shiga toxin protein synthesis inhibition reporter | inhibition, % at 38.7 µM | 290,000 compounds, 9.2% hits; in the data active = inhibition mostly above about 28%, no sharp cut-off; inactive = mostly below about 43%; also: 0% is about no effect
Pf growth 96h – inhibits malaria parasite growth, 96 h; Potency, µM (doses to about 28.7 µM), for the others: at the highest dose activity change, negative = inhibition, hits mostly inhibitors; 320,000 compounds, 6.9% hits; P. falciparum luciferase reporter growth, 96 h; AID 504834; also: potency is read from the fitted curve at half-maximal effect; % is scaled to controls: 0 for no effect and ±100 for the full control effect
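Plates of compound plus infected erythrocytes (2% hematocrit, 0.05% parasitemia final) incubate 96 hours, 37 C, 5% CO2. Detection reagent added; reduced luminescence from the parasites' luciferase reporter flags inhibition.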
Sm TGR inh – inhibitors of Schistosoma mansoni thioredoxin glutathione reductase; Q962Y6; purified TGR, DTNB reduction, TNB absorbance 405 nm; Potency, µM (highest dose often 114 µM), for inactives: top-dose activity change, negative = inhibition, usual class: inhibitors; 360,000 compounds, 3% hits; AID 485364; also: potency is read from the fitted curve at half-maximal effect; % is scaled to controls: 0 for no effect and ±100 for the full control effect; nearly all actives have a fitted effect of over 60% in size
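Kinetic colorimetric format: TGR-catalysed, NADPH-driven DTNB reduction monitored via TNB absorbance. Enzyme dispensed at 20 nM; compound exposure 15 min at room temperature before reaction start.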
Active calls of the source: *; u = inconclusive; x = no result given; & = joins results of further samples; [ ] = another dose, or the depositor's remark. Unless noted, calls follow the shape of the dose curve; as a rule, active = well fitted curve in the direction sought with a large enough effect; inconclusive = small, poorly fitted or top-dose-only effect, or another doubt; inactive = no such curve, though single readings can be large; an effect the other way counts as inactive or inconclusive. Rows were taken by chance; 24% or so of the library scored in one or more.

SMILES	Giardia FBPA inh	Cycloheximide cs	Pf growth 48h	Shiga toxin inh	Pf growth 96h	Sm TGR inh
Cc1nc2nc(CSc3nc4ccccc4s3)cc(=O)n2[nH]1	9%	-7	0%	-3	x	3%
CSc1ncc(Cl)c(C(=O)Nc2ccc(NC(C)=O)cc2)n1	3%	1	1%	-8	42%[activator]	0%&-1%
Cn1c(SCC(=O)N2CCCC2)nnc1-c1cnccn1	0%	5	14%	-2	59%[activator]	x
COC(=O)Nc1ccc(SCC(=O)c2ccc(Cl)cc2)cc1	-3%	9	44%[activator]	20	u	8%
Cc1ccc(NC(=O)COC(=O)c2ccc([N+](=O)[O-])s2)c(C)c1	2%	-1	5%	-14	17%	-1%
CCOC(=O)NNc1ccc2nonc2c1[N+](=O)[O-]	7.1µM*	-1	u	-6	u	16µM*
Cc1cc(C)n(C(N)=NC(=O)c2ccc([N+](=O)[O-])cc2)n1	5%	28*	237%[activator]	40*	146%[activator]	-9%
CCOCCCN(C(=O)Cn1nnc(-c2ccc(C)o2)n1)C(C(=O)NC1CCCC1)c1ccc(C)o1 (stereo unspecified)	11%	-6	u	-1	u	-14%
CCN(Cc1ccccc1)C(=O)CC1Oc2ccccc2NC1=O (stereo unspecified)	-1%	-6	x	-13	-19%	-25%
CC1CCN(C(=O)CN2C(=O)C(=O)c3ccccc32)CC1	-12%	-5	x	-16	-10%	0%
CC(C)(C)OC(=O)NCCCC[C@@H](C(=O)NCCCCCCCCCCC(=O)N1CCN(C(=O)OC(C)(C)C)CC1)n1cc(CCCC(=O)O)nn1	x	x	7.4µM*	x	5.9µM*	-6%
CCNC(=O)NC(=O)C(C)Sc1ncc(C(F)(F)F)cc1Cl (stereo unspecified)	0%	-2	-15%	-3	-29%	0%
CCCCOc1ccc(NC2=NC3(CCCC3)N=C(N)N2)cc1	3%	-2	1.2µM*	-9	u	-16%
COc1cccc(/C=C(\CC(=O)O)c2nc3ccccc3s2)c1	9%	10	6%	29	25%	-11%
CCCN1C(=O)/C(=C/C=C2\N(CC)c3ccccc3C2(C)C)SC1=S	-24%	-5	u	-5	4.1µM*	23%
Cc1ccc(NC(=O)CN(C)C(=S)NC2CC2)cc1	0%	-1	u	-8	-30%[5.75 µM]	-6%
Fc1ccc(SCCc2ccccn2)cc1	0%&-2%	52*	27%&54%	72*	0%&-3%	17%&0%
O=C(/C=C/c1ccc(F)cc1)Nc1nc2ccccc2[nH]1	3%	37*	251%[activator]	77*	3%	-9%
Cc1cccc(OCC(=O)Nc2ccc3c(c2)C(=O)NC3=O)c1	x	10	-14%	18	u	-5%
COCc1nc2oc3ccc(C)cc3c(=O)c2cc1C(=O)OC	2%	23*	108%[activator]	42	130%[activator]	0%
O=C(CN1C(=O)S/C(=C\c2ccccc2F)C1=O)NCCCn1ccnc1	x	-1	-4%	2	u	-9%
CC(C)(C)NC(=O)C(c1ccncc1)N(C(=O)c1csnn1)C1CC1 (stereo unspecified)	2%	6	9%	8	10%	u
CCN(c1cccc(C)c1)S(=O)(=O)c1ccc(-c2cc(C)no2)s1	x	1	u	14	12µM*	6%
Cn1cc(Cl)c(C(=O)N/N=C/c2ccc(OS(=O)(=O)c3ccccc3)cc2)n1	1%	21	u	-13	9.3µM*	-3%
O=C(CCCn1c(=O)oc2ccccc21)N1CCN(c2ccc(F)cc2)CC1	-3%	17	-11%	20	u	2%
COCCCNC(=O)C1CCCN(S(=O)(=O)c2cccc3nsnc23)C1 (stereo unspecified)	10%	3	9%	1	-19%	-1%
COC(C[C@H]1O[C@H]1[C@@H](O)[C@H](C)OCc1ccccc1)OC	9%	-3	46%[activator]	-9	68%[activator]	0%
Cc1ccc(NS(=O)(=O)c2ccc3c(c2)oc(=O)n3C)cc1C	10%	-5	-13%	-5	-6%	7%
O=C(NC1CCCC1)C1CCCN1C(=O)Nc1ccccc1Cl (stereo unspecified)	5%	-7	13%	-28	x	4%
Cc1nn(CC(=O)N(C)C2CCS(=O)(=O)C2)c(C)c1S(=O)(=O)N(C)C (stereo unspecified)	x	x	u	x	u	-1%
CC(C)CNC(=O)C(=O)Nc1ccc(N(C)C)cc1	0%	39*	220%[activator]	55*	u	-8%
Cc1onc(-c2ccccc2Cl)c1C(=O)OCC(=O)Nc1cccc(S(=O)(=O)N(C)C)c1	-2%	-1	-10%	22	-19%	-8%
COC(=O)[C@H](CCSC)NC(=O)c1cccnc1SC	6%	-1	34%[activator]	22	34%[activator]	u
Cn1c(SCC(=O)NC2CC2)nnc1-c1ccc(Cl)cc1	x	x	13%	x	28%	6%
COc1ccc(C/C(N)=N/OC(=O)c2cccs2)cc1	0%	19	46%[activator]	38	3%	10%
CC(=O)c1ccc(NC(=O)c2ccc(CNc3c(N4CCOCC4)c(=O)c3=O)cc2)cc1	0%	19	u	42	-12%	4%

Shown with two lines to a compound: four of the compounds above.
Values run as follows: Giardia FBPA inh	Cycloheximide cs	Pf growth 48h	Shiga toxin inh	Pf growth 96h	Sm TGR inh
> COC(=O)[C@H](CCSC)NC(=O)c1cccnc1SC
    6%	-1	34%[activator]	22	34%[activator]	u
> Cn1c(SCC(=O)NC2CC2)nnc1-c1ccc(Cl)cc1
    x	x	13%	x	28%	6%
> O=C(NC1CCCC1)C1CCCN1C(=O)Nc1ccccc1Cl (stereo unspecified)
    5%	-7	13%	-28	x	4%
> CC(=O)c1ccc(NC(=O)c2ccc(CNc3c(N4CCOCC4)c(=O)c3=O)cc2)cc1
    0%	19	u	42	-12%	4%

Next part:
SMILES	Giardia FBPA inh	Cycloheximide cs	Pf growth 48h	Shiga toxin inh	Pf growth 96h	Sm TGR inh
COc1ccc(-c2cn(/N=C/c3ccc(Cl)cc3Cl)c(N)n2)cc1	1%	-2	x	-8	u	-2%
CCN1C(=O)[C@@H]2[C@@H](c3ccc(-c4ccc(F)cc4)c(OC)c3)N3CCCC[C@@]3(C(=O)OC)[C@@H]2C1=O	x	x	10µM*	x	7.4µM*	28µM*
CCOC(=O)C1CCCN(S(=O)(=O)c2ccc3c(c2)C(C)(C)C(=O)N3C)C1 (stereo unspecified)	9%	-2	-6%	-11	39%[activator]	6%
Cc1ccc(O)c(NC(=O)C2CC(c3c(F)cccc3Cl)=NO2)c1 (stereo unspecified)	7%	12	u	28	x	-8%
CC(=O)N1c2ccc(S(=O)(=O)N3CCC(C(=O)Nc4cccc(C(F)(F)F)c4)CC3)cc2CC1C (stereo unspecified)	-1%	-2	u	11	u	4%
CC(C)(C)c1cc(NC(=O)c2ccco2)n(-c2ccccc2)n1	4%	7	u	-5	-3%	-1%
CCCCN(CC)Cc1ccc(CNC(=O)Nc2ccc(F)cc2)o1	1%	-6	x	-16	u	1%
Cc1noc(C)c1C(=O)OCC(=O)Nc1cc(Cl)ccc1Oc1ccccc1	-4%	-3	x	-12	u	-7%
O=C1CC(=O)N(c2cccc(Cl)c2)C(=O)N1	4%	-3	3%	24	u	-16%
CC[C@H](C)[C@H](NC(=O)[C@H](Cc1ccc(O)cc1)NC(=O)[C@@H]1CCCN1C(=O)[C@@H](NC(=O)[C@@H](N)CCCCN)[C@@H](C)CC)C(=O)N[C@@H](CC(C)C)C(=O)O	2%	-4	x	2	x	x
Cc1cccc(/C=C2/Sc3ccc(C(=O)NCCN4CCCC4)cc3NC2=O)c1	-18%	-2	u	-4	2%	-11%
CC(C)(C)NC(=O)NC(=O)CN1CCN(S(=O)(=O)c2ccc3c(c2)CCCC3)CC1	x	x	9.3µM*	x	7.4µM*	-1%
O=C(NCCC1=CCCCC1)C1CCN(S(=O)(=O)c2ccc(-n3cnnn3)cc2)CC1	6%	-3	u	23	15%	5%
CCOC(=O)c1cc(NC(=O)OC)c(C)nc1C	7%	-2	13%	-2	x	0%
Cc1ccc(S(=O)(=O)NCCc2nnc3ccc(SCC(=O)Nc4nc(C)cs4)nn23)cc1	0%	-3	5%	19	u	-5%
CC(=O)N/C(=C\c1ccccc1)C(=O)OCC(=O)N1CCCCCC1	5%	-1	6%	-24	-1%	4%
COc1ccc(S(=O)(=O)N2CCN(CCc3ccccc3)CC2)c(OC)c1	24%	0	-2%	-4	u	-13%
Brc1ccc(NC(c2ccccc2)c2ccncc2)cc1 (stereo unspecified)	-22%	5	0%	14	7%	-26%
O=C(CN1CCOCC1)Nc1ccccc1Sc1ccccc1	2%	0	-15%	-7	-16%	5%
CCN1CCN(c2nc([N+](=O)[O-])nn2C)CC1	-4%	-1	22%	-7	0%	16%
COc1cc(C(=O)Oc2cccc(/C=N/NC(=O)c3cccnc3)c2)cc(OC)c1OC	2%	0	7%	15	u	1%
CCN(C(=O)COC(=O)c1ccccc1Cc1ccccc1)C1CCS(=O)(=O)C1 (stereo unspecified)	x	x	u	x	8%	-9%
Cc1cc(C(=O)Nc2nnc(C(F)(F)F)s2)cs1	u	18*	36%[activator]	9	59%[activator]	9%
O=C1c2ccccc2C(=O)N1CC(=O)N1c2ccccc2Sc2ccc(C(F)(F)F)cc21	-1%	-2	9%	7	-1%	-4%
CCOC(=O)C1CCCN(C(=O)Cn2ncc3c([nH]c4ccccc43)c2=O)C1 (stereo unspecified)	-1%	7	u	21	-2%	-29%&-2%
O=C(CN(c1ccc2c(c1)OCCO2)S(=O)(=O)c1ccccc1)N1CCN(Cc2ccccc2)CC1	0%	-4	u	-3	-1%	14%
Cc1sc2nc(CSCC(=O)NC3(C#N)CCCCC3)[nH]c(=O)c2c1C	x	x	u	x	-14%	-13%
COCCCn1c(=O)c2sccc2n2c(CCCC(=O)N3CCN(c4ccccn4)CC3)nnc12	x	-1	u	3	46%[activator]	-3%
COc1cc(C(=O)O)c([N+](=O)[O-])c(OC)c1OC	8%	2	26%	-2	3%	2%
CC(C)CCNC(=S)Nc1ccccn1	0%	-3	-18%	-2	-15%	45µM*
CC(=O)c1ccc(NC(=O)c2ccc([N+](=O)[O-])o2)cc1	-11%	34*	-11%	98*	3%	28µM*
CCOC(=O)c1nnn(CC(=O)NC(=O)Nc2ccc(F)cc2)c1C(=O)OCC	3%	-2	-1%	-13	-15%	-1%&2%
O=C(CCl)NC(Cc1c[nH]c2ccc(OCc3ccccc3)cc12)C(=O)O (stereo unspecified)	6%	-2	-2%	-2	u	-33%
CCc1noc(C)c1C(=O)OC(C)C(=O)Nc1ccc2c(c1)OCO2 (stereo unspecified)	x	x	6%	x	23%	-1%
Cc1cccc(N(C(=O)CNC(=O)c2ccco2)C(C(=O)NCC2CCCO2)c2ccccc2)c1 (stereo unspecified)	-2%	-7	2%	-11	27%	0%
CCOC(=O)c1c(NC(=S)Nc2ccc(OCC)cc2)sc2c1CCN(C)C2	u	18*	8.3µM*	36	3.7µM*	-34%
CN(Cc1ccc2nsnc2c1)Cc1nc(Cc2cccc(F)c2)no1	1%	-2	31%[activator]	1	24%	-35%
CC1=NN(c2ccccc2)C(=O)C1C(=O)C(=O)Nc1ccc(F)cc1 (stereo unspecified)	-14%	30*	365%[activator]	79*	199%[activator]	4%
CC(C)Oc1ccccc1OCCCCn1cnc2ccccc2c1=O	-1%	-1	u	-2	30%[1.15 µM]	x
CCOC(=O)C1CCN(C(=O)COc2cc(C)c(Br)cc2C)CC1	1%	-3	4%	15	x	0%
Oc1ccc(CN2CCN(Cc3ccccc3)CC2)c2cccnc12	9%	-6	7%	-15	x	10%
O=C(OCc1ccc(Br)cc1)c1ccncc1	7%	-1	-23%	2	-24%	14%

Complete entries from above. Values in the order: Giardia FBPA inh | Cycloheximide cs | Pf growth 48h | Shiga toxin inh | Pf growth 96h | Sm TGR inh
`CC1=NN(c2ccccc2)C(=O)C1C(=O)C(=O)Nc1ccc(F)cc1` (stereo unspecified) in the list: -14% | 30* | 365%[activator] | 79* | 199%[activator] | 4%
`CC(C)Oc1ccccc1OCCCCn1cnc2ccccc2c1=O` in the list: -1% | -1 | u | -2 | 30%[1.15 µM] | x
